# Screening data (PubChem BioAssay)
# DRD3 antagonist: antagonists of human D3 dopamine receptor; max response, negative = inhibition, %; P35462; D3R cells, DiscoveRx beta-arrestin luminescence, antagonist mode; stronger effect = lower value; actives 2.5% (n = 360,000); in the data active = max response below about -50%; inconclusive = no clear call, values can overlap the other calls; note: % is set by controls: 0 for no effect and ±100 for the full control effect; mostly tested at two doses, the higher about 12 µM
#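 Cells expressing the human receptor were seeded at 1500 cells/well, incubated overnight at 37 degrees C in 5% CO2, then exposed to library compounds with dopamine controls for 90 minutes at 37 degrees C before luminescent detection.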
# EPAC2 ag: agonists of human EPAC2 (RAPGEF4). Q8WZA2. actives 0.079% (n = 360,000). AID 720711. EPAC2 activation, biochemical qHTS; response scale: 100% = 6.5 mM cAMP response. Potency, µM (highest dose often 154 µM), for the others: at the top dose activation, hits mostly activators; note: potency is the fitted concentration of half-maximal effect; nearly all actives have a fitted effect of over 50% in size
#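 Readout is BODIPY fluorescence (480 nm excitation, 540 nm emission), which falls as labeled GDP is exchanged off Rap1B. EPAC2 at 100 nM acted on 250 nM RAP1B-BODIPY-GDP with 50 uM GDP present.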
# DRD3 agonist: activates the human D3 dopamine receptor | P35462 | D3R DiscoveRx beta-arrestin cells, luminescence, 90 min | max activation, % | actives 0.58% (n = 410,000) | AID 652048; in the data active = max activation above about 30%; note: 0% is about no effect; mostly tested at two doses, the higher about 12 µM
#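 Agonist-mode cell screen: cells plated at 1500/well and incubated overnight at 37 °C, then exposed to library compounds for 90 min at 37 °C. Detection reagent was added for 30–60 min at room temperature, and luminescence was read.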
# Akt phos inh: Akt phosphorylation inhibition; Neuro2A IGF-stimulated pAkt S473 HTRF, 20 min; stronger effect = lower value; activity change, % for hits at 50 µM; actives 0.32% (n = 360,000); AID 651550; in the data active = activity change below about -80%; inconclusive = mostly about -51% to -80%; note: % is set by controls: 0 for no effect and ±100 for the full control effect
#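 Single-point screen (50 µM final compound) in Neuro2A cells stimulated 20 min with 6 nM IGF at 37 deg C. After lysis, Ser473-phosphorylated Akt read by HTRF (ex 330 nm, em 615/665 nm) as the 665/615 ratio.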
# CCT modulator: changes cytosolic chaperonin activity; purified chaperonin ATPase assay, HTRF ADP detection, 30 min; activity change, % (test concentration not listed), hits read low; actives 0.3% (n = 360,000); AID 651819; in the data active = activity change below about -30%; note: % is set by controls: 0 for no effect and ±100 for the full control effect
#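 ATPase activity: ADP formed was measured by HTRF Transcreener (665/615 nm ratio) after 30 min at 37 deg C with 10 uM ATP. Compounds screened at one 76 uM concentration against 40 or 20 nM TRiC in Tris pH 7.4/KCl/MgCl2/DTT buffer.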
# Mm-Cpn inhibitor: M. maripaludis TRiC chaperonin inhibition; actives 0.031% (n = 330,000); purified Mm-Cpn ATPase, ADP Transcreener TR-FRET; Potency, µM (doses to about 76.9 µM), for inactives: top-dose activity, negative = inhibition, actives largely listed as inhibitors; AID 504842; note: potency is the fitted concentration of half-maximal effect; % is set by controls: 0 for no effect and ±100 for the full control effect; nearly all actives have a fitted effect of over 80% in size
#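 Reaction buffer contained 30 mM Tris pH 7.4, 100 mM KCl, 5 mM MgCl2 and 1 mM DTT. Mm-CPN (25 nM final) hydrolysed 10 uM ATP over 30 min at 37°C; ADP was read by HTRF.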
# PTHR1 ag: PTHR1 (human) receptor agonism. HEK293 GP2 PTHR1 cells, GloSensor cAMP luminescence, 1 h. Potency, µM (highest dose often 115 µM), for the others: top-dose activation, usual class: activators. actives 0.075% (n = 410,000). AID 743266; note: potency is the fitted concentration of half-maximal effect; nearly all actives have a fitted effect of over 55% in size; some results filed as inactive show a strong effect at the top dose; inactives centre near -15; many of its hits are not listed in these tables
#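 HEK-293-derived GP2 cells expressing PTHR1 and a GloSensor cAMP reporter, 3,000/well, plated overnight, given luciferin plus IBMX (each 0.5 mM as added) for 1 h at 37 °C, then compound for 1 h at 37 °C. Luminescence was read after 15 min at room temperature.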
# EPAC2 antag: antagonists of human EPAC2; Q8WZA2; EPAC2 GEF exchange of Rap1B-BODIPY-GDP, fluorescence; Potency, µM (doses to about 114 µM), without a hit: top-dose activity, negative = inhibition, hits mostly inhibitors; actives 0.18% (n = 360,000); note: potency is the fitted concentration of half-maximal effect; % is set by controls: 0 for no effect and ±100 for the full control effect; nearly all actives have a fitted effect of over 45% in size; many of its hits are not listed in these tables
# * marks the source's active call; other numbers are inactive results; i = inactive; ? = inconclusive; · = no result given; [ ] = remark or other dose. Unless noted, calls come from the whole dose curve; as a rule, active = well fitted curve in the direction sought with a large enough effect; inconclusive = small, poorly fitted or top-dose-only effect, or another doubt; inactive = no such curve, though single readings can be large; an effect the other way counts as inactive or inconclusive. The list is partial, so the mix of outcomes need not match the whole.
SMILES	DRD3 antagonist	EPAC2 ag	DRD3 agonist	Akt phos inh	CCT modulator	Mm-Cpn inhibitor	PTHR1 ag	EPAC2 antag
O=C(CSc1nnc(-c2ccccc2)o1)N1CCCCC1	4	-4%	-2	i	0.1	-4%	-19%	1%
CCCCc1ccc(NC(=O)CSc2nc(=O)n(CCN3CCOCC3)c3c2CCC3)cc1	7	0%	8	i	0.3	2%	-28%	2%
NC(Cc1ccc(Cl)cc1)c1csc(Nc2cc(Oc3ccccc3)ncn2)n1 (stereo not drawn)	17	13%	7	i	0.5	·	-9%	2%
Cc1ccc(CCN2CC(C(=O)NCc3ccc4c(c3)OCO4)CC2=O)cc1 (stereo not drawn)	-9	1%	-2	i	-26	1%	i	4%
COc1ccc(S(=O)(=O)NCC(c2cccnc2)N2CCN(c3ccc(F)cc3)CC2)cc1C (stereo not drawn)	?	0%[15.6 µM]	9	·	-0.2	-2%	-1%[57.5 µM]	-10%
CC(=O)c1ccc(N2CCN(CC(=O)N(CC(C)C)c3c(N)n(CC(C)C)c(=O)[nH]c3=O)CC2)cc1	17	0%	1	i	-0.1	1%	14%	13%
O=C(NC1(C(F)(F)F)N=C(c2ccccc2)NC1=O)c1ccccc1 (stereo not drawn)	-24	10%	-3	i	0.0	-28%	i	4%
Cc1ccc(NC(=O)N2CCN(Cc3ccc4c(c3)OCO4)CC2)cc1	?	-1%	-15	i	-1.3	1%	?	-16%
O=c1cc2c(c(-c3ccccc3)n1Cc1ccccc1)[C@H](CCO)NC2	-2	6%	-24	i	-2.3	·	i	0%
Clc1ccc2nc(-c3ccccc3)c(Cc3ccsc3)n2c1	38	9%	4	i	1.7	·	i	3%
COC(=O)CCC(=O)c1oc2ccc(Cl)cc2c1NC(=O)CCCN1C(=O)c2ccccc2C1=O	-22	-8%	0	i	-1.6	-1%	i	-3%
O=C1NC[C@@H](c2ccccc2)OC(=O)[C@@H](Cc2ccc(F)cc2)CC/C=C/C[C@@H]1CC(=O)N(CCO)Cc1ccccc1	?	3%	-14	i	-0.3	-1%	i	-12%
Cc1nn(-c2cc(N3CCCC3)ccc2[N+](=O)[O-])c(=O)c2ccccc12	-59*	7%	-1	i	0.5	-5%	-17%[57.5 µM]	-7%
O=C(CCl)NC1CCCc2ccccc21 (stereo not drawn)	10	1%	4	i	1.0	1%	-9%	1%
COc1ccc(CCN(C)C2CCCN(C(=O)c3ccnn3C)C2)cc1OC (stereo not drawn)	7	10%	-13	i	0.8	-1%	-10%	2%
CCCOc1ccc(C(=O)Nc2ccc(S(=O)(=O)N3C[C@@H]4C[C@@H](C3)c3cccc(=O)n3C4)cc2)cc1	-2	-7%	0	i	0.3	-3%	i	-9%

# Single values from the entries so far.
# O=c1cc2c(c(-c3ccccc3)n1Cc1ccccc1)[C@H](CCO)NC2 | CCT modulator: -2.3
# O=C1NC[C@@H](c2ccccc2)OC(=O)[C@@H](Cc2ccc(F)cc2)CC/C=C/C[C@@H]1CC(=O)N(CCO)Cc1ccccc1 | Mm-Cpn inhibitor: -1%
# O=C(CCl)NC1CCCc2ccccc21 (stereo not drawn) | EPAC2 ag: 1%
# Cc1nn(-c2cc(N3CCCC3)ccc2[N+](=O)[O-])c(=O)c2ccccc12 | DRD3 antagonist: -59*

# No new results follow: entries from further up.
SMILES	DRD3 antagonist	EPAC2 ag	DRD3 agonist	Akt phos inh	CCT modulator	Mm-Cpn inhibitor	PTHR1 ag	EPAC2 antag
O=C1NC[C@@H](c2ccccc2)OC(=O)[C@@H](Cc2ccc(F)cc2)CC/C=C/C[C@@H]1CC(=O)N(CCO)Cc1ccccc1	?	3%	-14	i	-0.3	-1%	i	-12%
Cc1nn(-c2cc(N3CCCC3)ccc2[N+](=O)[O-])c(=O)c2ccccc12	-59*	7%	-1	i	0.5	-5%	-17%[57.5 µM]	-7%

# (further entries)
SMILES	DRD3 antagonist	EPAC2 ag	DRD3 agonist	Akt phos inh	CCT modulator	Mm-Cpn inhibitor	PTHR1 ag	EPAC2 antag
COc1cccc(CN(C)C(=O)C(CCSC)NS(=O)(=O)c2ccc3c(c2)OCCO3)c1OC (stereo not drawn)	47	7%	-15	i	0.9	2%	-22%	0%
O=C1c2ccccc2C(=O)N1N(c1ccccc1)c1ccccc1	-10	15%	-17	i	1.1	·	-11%	-7%
CC(C)[C@@H](C(=O)N[C@@H](Cc1ccccc1)C(=O)O)N1C(=O)N2CCc3c([nH]c4ccccc34)[C@@]2(C)C1=O	-12	2%	2	i	0.9	1%	-8%	0%
CS(=O)(=O)N(Cc1ccc(Cl)cc1)c1ccc(C(=O)NCC2CCCO2)cc1 (stereo not drawn)	-16	9%	-5	i	-1.1	2%	-1%	-5%
CCC(CC)c1nnc(NC(=O)CSCC(=O)Nc2cc(C)on2)s1	-16	5%	-21	i	-1.2	-6%	3%	-3%
CSCCC(NC(=O)COc1ccccc1)C(=O)N1CCN(c2ccccc2F)CC1 (stereo not drawn)	-17	15%	-21	i	1.3	-1%	i	4%
O=C(CCN1C(=O)C2CCCCC2C1=O)N1CCN(S(=O)(=O)c2ccccc2)CC1 (stereo not drawn)	11	-7%	12	i	-2.5	-13%	i	3%
CN(CCN1CCOCC1)C(=O)c1cc(COc2ccc(F)cc2Cl)on1	10	9%	-3	i	-0.7	·	i	-6%
CCOC(=O)Cn1c(C)c(C#N)c2ccccc21	2	-5%	7	i	-2.7	-1%	i	1%
COc1ccc(OC)c2c1nc1n2CCS1	4	6%	5	i	-1.2	-1%	i	17%
CCOC(=O)C1CCN(S(=O)(=O)c2cccc(-c3cn4cc(Cl)ccc4n3)c2)CC1	-14	-1%	10	i	-0.3	-1%	-24%[57.5 µM]	9%
COc1ccc(OC)c(Nc2ncnc3sc(-c4ccccc4)cc23)c1	10	13%	2	i	0.1	-9%	-5%	-4%
OCCCNc1nc(-c2ccc(Cl)cc2)nnc1-c1ccc(Br)cc1	-3	-2%	-3	i	-9.2	?	-32%[inhibitor]	-2%
Cc1ccc(NC(=O)c2ccc(NCCc3ccccc3)c([N+](=O)[O-])c2)cc1F	3	-5%	-2	i	-5.6	2%	-10%	-2%
COc1ccccc1CNC(=O)COC(=O)Cc1c(F)cccc1Cl	-1	6%	12	i	1.5	-1%	i	-7%
COc1ccc(CNC(=O)CSc2nnc(-c3ccc(NC(C)=O)cc3)n2C)cc1	-20	1%	4	·	0.0	·	-9%[57.5 µM]	7%
Cc1cc2nc(-c3cccc(Br)c3)c(CC3CCCCC3)n2c(C)c1Br	0	3%	1	i	0.9	·	-30%[inhibitor]	10%
NS(=O)(=O)c1ccc(CCNC(=O)CCNC(=O)c2ccco2)cc1	9	-2%	20	i	0.0	1%	i	1%
CCn1c(Cc2ccccc2)nnc1SCC(=O)Nc1ccc(C)cc1	8	5%	4	i	3.7	2%	i	14%
CC(=O)c1c(C)[nH]c(C(=O)OCC(=O)NCc2ccc(Cl)cc2)c1C	1	3%	-18	i	-2.6	?	-44%[inhibitor]	6%
COc1cnc(SCc2ccc(Cl)cc2Cl)nc1Cl	-15	9%	-18	·	-1.3	0%	i	-4%
COc1ccc(NC(=O)c2ccc(C(=O)Nc3ccc(OC)cc3OC)cc2)c(OC)c1	-6	7%	1	i	2.9	0%	i	4%
CC(C)(C)c1cc(C(=O)N/N=C/c2ccccc2O)n(-c2ccccc2)n1	0	-1%	7	i	1.1	3%	-19%	-14%
CC(C)[C@H](NS(=O)(=O)c1ccccc1)C(=O)Nc1ccccc1N1CCOCC1	5	21%	-13	i	-0.6	0%	i	6%
CCOC(=O)c1nnc2cc(-c3ccc(Br)cc3)nn2c1C	15	6%	5	i	-1.1	0%	i	8%
COc1ccccc1C1Nc2ccccc2NC2=C1C(=O)CC(C)(C)C2 (stereo not drawn)	6	8%	-6	i	-1.0	-2%	i	-3%
Cc1cccc(-n2cc3c(=O)n(C)c(=O)n(C)c3c2)c1	-21	7%	9	i	-1.9	-1%	i	-4%
CCOC(=O)c1cnc(SCc2nc(N)nc(Nc3ccc(C)cc3)n2)nc1N	3	-8%	6	i	0.4	-1%	-62%[inhibitor]	?
C/C=C/C(=O)OCC(=O)Nc1cc(OC)c([N+](=O)[O-])cc1C	0	13%	2	i	-2.6	2%	-13%	-2%
CC(C)(CNc1ccc([N+](=O)[O-])cc1Cl)N1CCOCC1	-18	-3%	4	i	0.8	1%	-4%	-1%
CN1OC2C(=O)N(c3ccccc3)C(=O)C2C1c1ccc(F)cc1 (stereo not drawn)	-22	1%	-4	i	-0.6	-1%	i	15%
O=S(Cc1ccccc1)Cc1ccccc1	37	1%	12	i	1.4	·	-29%	-5%

# Another view of some results above:
CCOC(=O)C1CCN(S(=O)(=O)c2cccc(-c3cn4cc(Cl)ccc4n3)c2)CC1
  DRD3 antagonist = -14	EPAC2 ag = -1%	DRD3 agonist = 10	Akt phos inh = i	CCT modulator = -0.3	Mm-Cpn inhibitor = -1%	PTHR1 ag = -24%[57.5 µM]	EPAC2 antag = 9%

COc1ccc(OC)c(Nc2ncnc3sc(-c4ccccc4)cc23)c1
  DRD3 antagonist = 10	EPAC2 ag = 13%	DRD3 agonist = 2	Akt phos inh = i	CCT modulator = 0.1	Mm-Cpn inhibitor = -9%	PTHR1 ag = -5%	EPAC2 antag = -4%

OCCCNc1nc(-c2ccc(Cl)cc2)nnc1-c1ccc(Br)cc1
  DRD3 antagonist = -3	EPAC2 ag = -2%	DRD3 agonist = -3	Akt phos inh = i	CCT modulator = -9.2	Mm-Cpn inhibitor = ?	PTHR1 ag = -32%[inhibitor]	EPAC2 antag = -2%

# Remaining list, next part.
SMILES	DRD3 antagonist	EPAC2 ag	DRD3 agonist	Akt phos inh	CCT modulator	Mm-Cpn inhibitor	PTHR1 ag	EPAC2 antag
C=CCNc1nnc(Cc2ccc(C(C)C)cc2)c(=O)[nH]1	-11	10%	0	i	-1.0	1%	-14%	4%
Cc1ccc(OCC(=O)Nc2ccc3c(c2)nc(CCN2CCC(C)CC2)n3C)cc1	-54*	3%	-16	i	-1.5	-1%	i	3%
O=C(CSc1ncn[nH]1)N/N=C/c1ccc(C(F)(F)F)cc1	-15	8%	1	i	-1.5	1%	i	-2%
COCCSc1ccccc1C(=O)NCCCn1ccnc1	-14	-4%	-2	i	-4.3	0%	-6%	-4%
Cc1cc(C(=O)NC2CCCC2)on1	0	4%	-5	i	-1.9	1%	-4%	9%
CC(NC(=O)COC(=O)c1ccccc1SCC(=O)N1CCCC1)c1ccccc1 (stereo not drawn)	-8	-1%	9	i	-2.2	?	i	1%
